# Screening data deposited in PubChem BioAssay by several laboratories.
# MT stabilizer: microtubule stabilizers in HeLa cells, primary screen, imaging, high-content imaging; HeLa tubulin immunostaining HCS, 24 h; share of cells brighter than vehicle mean+2SD; % tubulin-high responders, % at 10 µM; 200,000 tested, 0.83% active;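 active = plate Z-score above 3 for both tubulin-high and condensed-nucleus cell shares, with cell loss under 80%, at 10 µM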;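 also: anti alpha tubulin signal scored within the nucleus-defined area of each cell; some results filed as inactive read as strong as hits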
# Yfh1-depleted yeast: enhancers of respiration in Yfh1-depleted yeast, dose response, Friedreich's ataxia, plus single-dose screen (AID 1465). S. cerevisiae Yfh1-off respiration, WST-1 reduction, 72 h; higher fold induction means a stronger effect. 220,000 tested, 0.074% active. fold induction at 50 µM, or EC50 in µM where a hit was titrated;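 active = fold induction of absorbance versus untreated yeast above a set limit, then at least 30% activation at any dose in follow-up; inconclusive = repeats straddling the limit, or above it without dose testing; inactive = fold induction below the set limit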;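 also: activators that raise dye reduction in frataxin-depleted yeast; strong numbers were not always called active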
# Insulin prom up: insulin promoter activators in MIN6 cells, imaging, high-content screening, mouse beta cells. AID 1625, 2009. MIN6 insulin promoter-GFP reporter; hits give high values. 190,000 tested, 0.3% active. z-score at 5 µM;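 active = z-score above 3 at 5 µM with at least 500 cells counted in the well; inconclusive = wells under 500 cells, flagged as cytotoxic or low count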
# Autophagy mod: autophagy modulators in MEF cells, primary screen, imaging, high-content, MEF GFP-LC3; calls only at 10 µM (by protocol); 190,000 tested, 0.98% active; MEF GFP-LC3 puncta imaging; test concentration mostly 10 µM; AID 463193, 2010;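 active = percentage of spot-positive cells more than 3 SD above its plate mean, without a fluorescence outlier flag or 80% toxicity; inconclusive = no clear call, values can overlap the other calls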;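 also: spot-positive cell cutoff set from DMSO-treated cells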
# WT yeast gro inh: growth inhibition of WT strain, primary screen, mitochondrial fusion inhibitor project, WT and mutant strains, chemical genetic | AID 1362, 2008 | inhibition, % at 10 µM | mitochondrial fusion phenotypic screen | 190,000 tested, 2.1% active; in the data active = inhibition above about 58%; tested in S. cerevisiae
# PMI inhibition: human PMI inhibitors, high substrate, primary screen, biochemical, fluorescence intensity, high mannose 6-phosphate (AID 1220); recombinant PMI enzyme, coupled fluorescence intensity; higher % means a stronger effect; 190,000 tested, 0.66% active; Mannose-6-phosphate isomerase (Homo sapiens); one-dose inhibition, % at 20 µM; IC50 in µM for titrated hits
# PMI inhibitors: inhibitors of human PMI, primary screen, biochemical, fluorescence intensity, coupled assay (AID 1209). 190,000 tested, 0.42% active. inhibition, % at 20 µM, or IC50 in µM where a hit was titrated. purified PMI enzyme, coupled fluorescence intensity; higher % means a stronger effect. Mannose-6-phosphate isomerase (Homo sapiens);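 also: plate controls were DMSO vehicle for no effect and wells lacking substrate for full effect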
# b-catenin transl: modulators of beta-catenin nuclear translocation, primary screen, imaging, HeLa cells, immunofluorescence, high-content | nuclear translocation activity, % at 5 µM | 190,000 tested, 0.3% active;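 active = nuclear translocation activity above 50% at 5 µM, with a well cell count of 50 or more; inconclusive = wells under 50 cells across six images, flagged as toxic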;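 also: per-cell ratio of nuclear to cytoplasmic median beta-catenin stain intensity; plate controls were DMSO negative control for no effect and GSK-3 inhibitor IX positive control for full effect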
#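 test system = HeLa cells, endogenous beta-catenin | dosing = single 5 µM dose plus 0.02–20 µM confirmation series | times = compound treatment 24 h, 37°C, 5% CO2 | technique = beta-catenin immunofluorescence imaging with DAPI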
# Dynein transport: inhibitors of GR-EGFP nuclear translocation, primary screen, dynein cargo transport inhibitor project, imaging, high-content, 3617.4 mouse cells | 220,000 tested, 0.47% active | test concentration mostly 20 µM; stimulated with dexamethasone, 1 µM; hits give low values | z-score, hits read low;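 active = plate z-score of nuclear minus cytoplasmic receptor signal below a set negative limit, without overly bright fluorescence or cell loss, cut at about -3.5 in these data, passing the limit was not always enough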;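 also: z-score of nuclear minus cytoplasmic ring GR-EGFP intensity difference per well; some compounds called inactive have numbers as strong as hits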
#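 Also added: dexamethasone, 1.0 µM final. Medium: tet-free, stripped-serum medium. Detection: fixed, Hoechst-stained cells imaged at 10x for EGFP. Read-out: nuclear-to-cytoplasmic GR-EGFP distribution per well. Times: induction 48 h, compound 1 h, agonist 30 min.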
# WT yeast gro inh mutant strain: also measured in WT yeast gro inh; calls as there; inhibition, %; mitochondrial fusion phenotypic screen, mutant strain inhibition
# Dynein transport cytoplasmic EGFP: recorded beside Dynein transport, whose call it bears; z-score; measured here: cytoplasmic GR-EGFP intensity; hits give high values
# Dynein transport nuclear GR-EGFP: second read-out of Dynein transport, no call of its own (marks repeat the call); z-score; measured here: nuclear GR-EGFP intensity;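 lower value marks the stronger effect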
# Dynein transport cell count: second read-out of Dynein transport, no call of its own (marks repeat the call); z-score; measured here: cell count per field
# Insulin prom up cell count: also measured in Insulin prom up; calls as there; cell count; measured here: cytotoxicity, nuclei count;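 total cells summed across four imaged fields per well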
# b-catenin transl cell count 5 µM: second read-out of b-catenin transl, no call of its own (marks repeat the call); cell count; measured here: cell count, cytotoxicity flag
# MT stabilizer Hoechst-high %: second read-out of MT stabilizer, no call of its own (marks repeat the call); % Hoechst-high responders; measured here: nuclear condensation Hoechst responders;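 share of cells brighter than vehicle mean plus two SD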
# MT stabilizer cytotoxicity %: further read-out of MT stabilizer, marked with its call; toxicity, %; measured here: cytotoxicity by cell density;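 0% = mean cell density of plate MIN control wells and 100% = no cells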
# Autophagy mod cell loss 18 h: recorded beside Autophagy mod, whose call it bears; toxicity, %; measured here: cell loss, nuclei count;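 cell loss after 18 h compound exposure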
# Starred values were filed as active, the others as inactive; i = inactive; ? = inconclusive; . = not tested or not shown; + = active, no number. Rule as the data show it, unless noted: active = inhibition above about 50%; inactive = the rest. Rows were taken by chance; overall some 5% were active at least once.
SMILES	MT stabilizer	MT stabilizer Hoechst-high %	MT stabilizer cytotoxicity %	Yfh1-depleted yeast	Insulin prom up	Insulin prom up cell count	Autophagy mod	Autophagy mod cell loss 18 h	WT yeast gro inh	WT yeast gro inh mutant strain	PMI inhibition	PMI inhibitors	b-catenin transl	b-catenin transl cell count 5 µM	Dynein transport	Dynein transport cytoplasmic EGFP	Dynein transport nuclear GR-EGFP	Dynein transport cell count
Cc1ccc(CN2C3=NCCCN3c3ccccc32)cc1	2.0	1.7	1.6	i	-0.4	928	i	-6	10	4	2%	0%	-4.7	916	1.8	-0.076	1.2	-2.2
COc1ccccc1N1CCN(C2CCN(S(=O)(=O)c3ccc(NC(C)=O)cc3)CC2)CC1	4.6	2.4	5.1	i	0.39	1318	i	-18	-22	-8	-3%	2%	0.4	1092	-0.21	-0.18	-0.041	0.29
O=C(Oc1c(Br)cc([N+](=O)[O-])cc1Br)c1cccnc1	5.5	2.8	8.8	i	-0.1	1272	i	-12	-6	-15	-10%	-5%	0.7	940	0.012	-0.26	-0.37	-0.2
COc1cc(OC)nc(NC(=O)CN2CCN(c3ccc(F)cc3)CC2)n1	3.7	2.7	3.4	i	.	.	i	-9	9	7	7%	10%	.	.	1.8	-0.19	0.8	-0.22
CCn1cc(C(=O)OCC(=O)Nc2c(C)cccc2C)c(=O)c2ccc(C)nc21	2.9	2.2	3.9	i	0.91	1556	i	4	-13	9	-2%	-4%	-1.2	1057	-0.72	-0.22	-0.7	-0.61
COc1ccccc1N(C)S(=O)(=O)c1ccc(C(=O)OCC(=O)N(C)c2ccccc2)cc1	3.7	2.0	9.6	i	-0.37	1201	i	1	9	-5	4%	-2%	-3.4	1057	-0.51	-0.34	-0.32	0.71
O=C(NCc1ccco1)c1ccc2c(c1)N(Cc1ccccc1)CCS2	.	.	.	i	0.41	1038	.	.	.	.	.	.	-0.2	1242	-0.27	-0.23	-0.17	0.35
O=C(CCC1CCCCC1)Nc1c[nH]c(=O)[nH]c1=O	3.7	1.6	3.8	i	-0.15	1684	i	7	-7	-15	-1%	5%	.	.	-0.24	-0.42	-0.11	-0.092
CC(C)c1nn(-c2cc(C(F)(F)F)ccn2)c(=O)o1	.	.	.	i	-0.55	1522	.	.	.	.	.	.	-1.4	1212	0.091	-0.28	0.091	0.43
Cc1ccc(C)c2[nH]c(=O)c(CN(CCCN(C)C)C(=O)NCc3ccccc3)cc12	.	.	.	i	-1.8	1215	.	.	-7	-12	13%	10%	0.7	1168	.	.	.	.
Cc1ccc(C2N(c3nccs3)C(=O)C3CCCN32)cc1 (stereo unspecified)	4.5	2.0	7.2	i	0.39	1469	i	3	2	13	8%	8%	-0.6	1474	0.74	-0.38	0.26	-0.17
CCOc1ccc(OCC)c(NC(=O)CN2CCN(c3cccc(C)c3)C(C)C2)c1 (stereo unspecified)	43*	32*	38*	.	-0.38	1314	i	13	10	-30	11%	21%	0.5	1124	0.69	0.036	0.49	0.63
CCOC(=O)c1cnc(-n2cc(C)cn2)nc1Nc1ccccc1OCC	1.8	2.4	7.2	i	-0.83	1340	i	-16	8	4	11%	14%	1.6	1428	0.17	-0.2	0.12	0.093
OCCC1CN(Cc2cc(F)ccc2-n2cccn2)CCN1C1CCCC1 (stereo unspecified)	.	.	.	i	-0.24	1052	.	.	.	.	.	.	0.7	1349	-0.14	-0.21	-0.097	0.021
CCN1C(=O)c2cccc3c(S(=O)(=O)NC(Cc4c[nH]c5ccccc45)C(=O)O)ccc1c23 (stereo unspecified)	2.7	1.8	5.3	i	-0.11	1230	i	-8	24	22	16%	28%	.	.	-0.97	-0.26	-0.57	0.31
O=C(CCc1nc2ccccc2c(=O)[nH]1)NCc1ccco1	5.5	2.8	6.4	i	1	1259	+	-6.9*	3	0	6%	4%	-4.0	1078	-0.23	-0.28	0.17	0.92
COc1ccccc1Oc1ccc2c(c1)C(=O)N(c1ccccc1)C2=O	4.7	3.0	3.7	i	0.13	1218	i	7	9	-7	8%	7%	5.3	1216	-0.13	-0.15	-0.061	0.89
OC(COCc1cccs1)CN1CCN(c2cccc(C(F)(F)F)c2)CC1 (stereo unspecified)	2.6	2.6	12	i	0.04	1441	i	-5	2	-1	-1%	6%	-0.6	1088	-0.34	-0.027	-0.17	-0.09
CN(C)S(=O)(=O)c1cccc(NC(=O)COC(=O)/C=C/c2ccc([N+](=O)[O-])cc2)c1	1.7	1.1	3.3	i	0.92	1176	i	11	3	-5	13%	15%	0.2	1061	-0.31	-0.13	-0.062	-0.5
Cc1cccc(NC2(C(F)(F)F)N=C(c3ccccc3)NC2=O)n1 (stereo unspecified)	0.9	2.3	10	i	0.37	1682	i	14	26	2	7%	13%	1.2	1287	-0.69	-0.17	-0.5	0.68

SMILES	MT stabilizer	MT stabilizer Hoechst-high %	MT stabilizer cytotoxicity %	Yfh1-depleted yeast	Insulin prom up	Insulin prom up cell count	Autophagy mod	Autophagy mod cell loss 18 h	WT yeast gro inh	WT yeast gro inh mutant strain	PMI inhibition	PMI inhibitors	b-catenin transl	b-catenin transl cell count 5 µM	Dynein transport	Dynein transport cytoplasmic EGFP	Dynein transport nuclear GR-EGFP	Dynein transport cell count
CCN1/C(=C/c2ccc3cc(C)ccc3[n+]2CC)Sc2ccccc21	68*	31*	56*	?	.	.	.	.	67	85	-14%	2%	0.5	631	-5.1*	0.19*	-3.3*	-0.34*
O=C(CNCC1CCCCC1)Nc1ccccc1N1CCCCC1	2.1	1.9	0.5	i	0.3	1541	i	0	-15	16	0%	10%	-0.3	1438	0.099	-0.25	-0.59	-0.33
Cc1ccc(-c2noc(CCCc3ccccc3)n2)cc1	2.5	1.7	4.3	i	1.4	1485	i	-5	-7	-6	8%	15%	0.8	1283	-0.12	-0.27	-0.92	-0.23
CNC(=O)/C(=C\c1cccc(Oc2ccccc2)c1)NC(=O)c1ccccc1	4.0	2.9	1.7	i	0.08	1467	i	7	3	0	21%	12%	-3.4	1130	-0.015	-0.2	-0.044	0.59
Cc1cc(NC(=O)CN2CCCC(C)C2)n(-c2nc3ccccc3s2)n1 (stereo unspecified)	2.0	1.2	9.9	.	-0.99	1402	i	-16	21	13	-4%	1%	0.0	1170	0.3	-0.22	0.21	0.34
Cc1nc2ccc(Br)cn2c1NC(C)(C)C	0.9	1.1	1.1	i	.	.	i	-2	11	3	-2%	-7%	-2.1	1199	0.19	-0.25	-0.034	-0.29
COc1ccc(N2CCN(Cc3cc4c(cc3O)CCC4)CC2)cc1	2.7	1.9	9.7	i	0.18	892	i	32	31	26	5%	10%	-3.1	1206	-0.098	-0.04	0.28	-0.81
O=C(N/N=C/c1ccccn1)c1cc(-c2ccc(Br)cc2)nc2ccccc12	.	.	.	i	?	.	.	.	.	.	.	.	0.0	1334	0.96	-0.24	1.1	-0.82
O=C(NC1CCCCC1)C(c1ccc2ncccc2c1)N(Cc1ccc2c(c1)OCO2)C(=O)c1ccc2c(c1)OCCO2 (stereo unspecified)	2.1	3.0	11	i	-0.74	1383	i	-3	5	19	13%	24%	-1.7	997	0.19	-0.25	0.13	0.53
CCc1nnc(NS(=O)(=O)c2ccc(NC(=S)NC(=O)/C=C/c3ccc(F)cc3)cc2)s1	2.4	2.8	5.2	i	0.02	1556	i	-8	-14	3	-3%	12%	0.3	1118	0.12	-0.22	-0.056	-0.42
O=C(CN1CCCCC1)Nc1cccc([N+](=O)[O-])c1	3.8	1.7	7.7	i	0.42	1548	i	2	-16	2	-7%	-5%	2.6	1369	-0.99	-0.14	0.14	1
Cc1cccc(-c2nc(CSc3nc4c(c(=O)[nH]3)CCC4)c(C)o2)c1	1.8	1.6	6.7	.	0.44	1323	i	16	4	-27	19%	13%	1.2	542	0.51	0.83	1.5	-0.94
CCOc1ccc2oc(C(=O)NC3CC(C)(C)NC(C)(C)C3)c(C)c2c1	4.8	2.2	6.3	i	0.5	1190	i	1	-9	-9	0%	1%	-1.2	1071	1.8	-0.15	0.48	-0.56
Cc1c(Cl)c([N+](=O)[O-])nn1CC(=O)NCC(C)C	3.3	1.1	0.5	i	0.56	1447	i	-22	-7	4	-2%	1%	0.3	1575	-0.6	-0.24	-0.19	0.89
COC(=O)c1cc(NS(=O)(=O)c2ccc(Cl)c(N3C(=O)c4ccc(C(=O)O)cc4C3=O)c2)cc(C(=O)OC)c1	.	.	.	i	0.53	966	.	.	.	.	.	.	1.2	1278	0.95	-0.11	1.6	-2.3
C/C(=N/OC(=O)c1c(-c2c(Cl)cccc2Cl)noc1C)c1cnccn1	3.5	1.6	4.7	i	-0.04	1425	i	29	4	6	15%	13%	1.3	968	0.54	-0.21	0.61	-0.99
Cn1c(=O)n(-c2ccccc2)c(=O)c2c3c(sc21)COC(C)(C)C3	5.1	1.7	3.4	i	-0.5	1440	i	9	43	-5	-1%	-24%	-9.4	921	-1.1	-0.29	-0.4	0.87
Cc1cc(/C=C2/C(=N)N3C(=NC2=O)SN=C3S(C)(=O)=O)c(C)n1-c1ccc(F)cc1	1.8	2.7	6.1	i	-0.66	1326	i	-16	-9	-5	-27%	-42%	0.1	1077	-0.91	-0.17	-0.51	0.1
